Screening data from PubChem.
GALK inh: inhibitors of human galactokinase; Purified GALK, Kinase-Glo residual ATP luminescence; actives 0.007% (n = 270,000); AID 1868; P51570; Potency, µM (top dose mostly 57.5 µM), inactives show top-dose activity change, negative = inhibition, actives largely listed as inhibitors; further: potency means the concentration at half of the fitted maximal effect; on the % scale 0 is the no-effect control and ±100 the full control effect
Target sequence (P51570 whole entry, looked up): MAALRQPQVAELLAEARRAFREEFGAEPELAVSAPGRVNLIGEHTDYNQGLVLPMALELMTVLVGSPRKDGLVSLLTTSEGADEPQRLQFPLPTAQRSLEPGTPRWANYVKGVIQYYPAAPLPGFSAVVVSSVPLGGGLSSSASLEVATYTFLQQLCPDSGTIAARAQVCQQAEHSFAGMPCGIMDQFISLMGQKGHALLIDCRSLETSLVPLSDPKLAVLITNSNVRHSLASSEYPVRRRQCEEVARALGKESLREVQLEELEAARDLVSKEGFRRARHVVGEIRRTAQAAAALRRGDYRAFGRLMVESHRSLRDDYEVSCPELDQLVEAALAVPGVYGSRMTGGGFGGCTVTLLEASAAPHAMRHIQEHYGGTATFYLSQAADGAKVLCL
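Luminescence from leftover ATP (Ultra-Glo luciferase/luciferin) served as read-out after a 1 h room-temperature reaction of 5 nM GALK with 35 uM ATP and 100 uM galactose.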
Eya2 phos inh: blocks the phosphatase activity of human Eya2 | recombinant Eya2, OMFP fluorescence dephosphorylation (OMFP is methylfluorescein phosphate) | Potency, µM (top dose mostly 76.9 µM), without a hit: at the top dose activity, negative = inhibition, actives largely listed as inhibitors | O00167 | actives 0.006% (n = 330,000) | AID 488837; further: potency means the concentration at half of the fitted maximal effect; on the % scale 0 is the no-effect control and ±100 the full control effect
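Eya2 protein (added as 0.2 uM solution) was preincubated with compound for 10 min at ambient temperature in 50 mM HEPES pH 7.5, 50 mM NaCl, 5 uM MgCl2, 0.05% BSA, 1 mM DTT. OMFP (added at 50 uM) then reacted 10 min; fluorescence read at 485/525 nm.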
PKM2 act: activators of human pyruvate kinase M2. purified PKM2, Kinase-Glo ATP luminescence, activation; response scale: 0% is enzyme alone, no compound. Potency, µM (series often up to 57.5 µM), for inactives: top-dose activation, hits mostly activators. actives 0.34% (n = 260,000). AID 1631; further: potency means the concentration at half of the fitted maximal effect; on the % scale 0 is the no-effect control and ±100 the full control effect; nearly all actives have a fitted effect of over 55% in size
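ATP formation by purified human PK-M2, quantified via coupled luciferase luminescence after 1 h at room temperature with 0.1 mM ADP and 0.5 mM PEP final.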
Chronic BCR inh: inhibitors of chronic active B-cell receptor signaling. ABC-DLBCL IkBa-CBG/CBR reporter, luminescence ratio, 4 h. Potency, µM (series often up to 46.1 µM), inactives show at the top dose ratio change, negative = lower green/red ratio, actives largely listed as inhibitors. actives 0.05% (n = 340,000). AID 493014; active means well fitted inhibition curve with a large enough effect in the signal ratio, with a control signal flat, not every such curve was filed as active; inconclusive means small, poorly fitted or top-dose-only effect, or effect the other way, or a change in a side signal; the % refers to the signal ratio;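 further: potency means the concentration at half of the fitted maximal effect; plate controls were basal doxycycline-induced cells for no effect and cells given 10 µM MG132 for full effect; MG132 reads +100%, hits lower the ratio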
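Cell line TMD8 (human ABC DLBCL), stably expressing tet-inducible CBG68-IkBa fusion and CBR; IMDM/0.5% FBS; cpd up to 46 uM; dox induction, 4 h, 37C/5% CO2; dual luminescence; green/red ratio; MG132 control.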
USP2a inh: inhibitors of human ubiquitin-specific protease USP2a; O75604; USP2 core, Ub-CHOP2 coupled fluorogenic reporter, 485/531; Potency, µM (titrated, usually from 38.3 µM), for inactives: at the highest dose activity change, negative = inhibition, most hits filed as inhibitors; actives 0.01% (n = 330,000); AID 463254;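 further: potency means the concentration at half of the fitted maximal effect; plate controls were DMSO wells for no effect and full inhibition by NEM control for full effect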
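USP2 core (10nM final) preincubated 30min RT with compound in 20mM Tris-HCl pH 8.0, 2mM CaCl2, 2mM beta-mercaptoethanol, 0.05% CHAPS; 25nM Ub-CHOP2 plus 25nM reporter substrate added, fluorescence (Ex485/Em531) read after 60min.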
Menin-MLL TR inh: inhibitors of human menin-MLL interaction, mutant MLL peptide | O00255 | AID 1768 | Menin + Texas Red MLL mutant peptide, fluorescence polarization | Potency, µM (doses to about 61.6 µM), without a hit: at the top dose FP activity change, negative = inhibition, actives largely listed as inhibitors | actives 0.23% (n = 270,000); active means well fitted inhibition curve with a large enough effect in the polarisation, with a control signal flat, not every such curve was filed as active; inconclusive means small, poorly fitted or top-dose-only effect, or effect the other way, or a change in a side signal; inactive means no such curve, though single readings can be large or run the other way; the % refers to the polarisation; further: potency means the concentration at half of the fitted maximal effect; % of control where 0% means no effect; many of its hits are not listed in these tables
MBNL1 CUG block: inhibitors of human MBNL1 binding to CUG repeat RNA; actives 0.036% (n = 280,000); Q9NR56; Potency, µM (titrated, usually from 57.5 µM), inactives show at the top dose activity change, negative = inhibition, hits mostly inhibitors; TR-FRET MBNL1-His/biotin-(CUG)12 binding, 665/545 ratio; active means well fitted inhibition curve with a large enough effect in the signal ratio, with a control signal flat, not every such curve was filed as active; inconclusive means small, poorly fitted or top-dose-only effect, or effect the other way, or a change in a side signal; inactive means no such curve, though single readings can be large or run the other way; the % refers to the signal ratio; further: potency means the concentration at half of the fitted maximal effect; on the % scale 0 is the no-effect control and ±100 the full control effect
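TR-FRET readout: Ex 340 nm, 665/545 nm emission ratio, normalized to buffer-only (basal) and MBNL1-(CUG)12 controls. Complex of MBNL1-His with Biotin-(CUG)12, compounds 92 nM–58 uM, incubated 60 min at room temperature.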
KCNH2 WT inh: KCNH2 (human, wildtype) channel inhibition. Q12809. U2OS, BacMam KCNH2, thallium flux FluxOr; active compounds read low. activity change, % at 1.84 µM. actives 0.37% (n = 340,000);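 active means maximum activity change below -70%; inconclusive means maximum activity change between -70% and -50%; inactive means maximum activity change above -50%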; further: on the % scale 0 is the no-effect control and ±100 the full control effect
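U2OS cells were transduced with wild-type KCNH2 virus (2.03 x 10^8 / mL) for 4 h at room temperature, then cultured overnight at 37 C. Thallium flux was read with FluxOr dye. Rate constants were normalized to DMSO controls.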
S-ASM inh: blocks human secretory acid sphingomyelinase. P17405. placental ASM, HMU-PC fluorogenic substrate, 60 min. Potency, µM (series often up to 57.5 µM), for the others: at the top dose activity change, negative = inhibition, actives largely listed as inhibitors. actives 0.006% (n = 340,000). AID 504937; further: potency means the concentration at half of the fitted maximal effect
Target sequence (P17405 47-631 limits assumed): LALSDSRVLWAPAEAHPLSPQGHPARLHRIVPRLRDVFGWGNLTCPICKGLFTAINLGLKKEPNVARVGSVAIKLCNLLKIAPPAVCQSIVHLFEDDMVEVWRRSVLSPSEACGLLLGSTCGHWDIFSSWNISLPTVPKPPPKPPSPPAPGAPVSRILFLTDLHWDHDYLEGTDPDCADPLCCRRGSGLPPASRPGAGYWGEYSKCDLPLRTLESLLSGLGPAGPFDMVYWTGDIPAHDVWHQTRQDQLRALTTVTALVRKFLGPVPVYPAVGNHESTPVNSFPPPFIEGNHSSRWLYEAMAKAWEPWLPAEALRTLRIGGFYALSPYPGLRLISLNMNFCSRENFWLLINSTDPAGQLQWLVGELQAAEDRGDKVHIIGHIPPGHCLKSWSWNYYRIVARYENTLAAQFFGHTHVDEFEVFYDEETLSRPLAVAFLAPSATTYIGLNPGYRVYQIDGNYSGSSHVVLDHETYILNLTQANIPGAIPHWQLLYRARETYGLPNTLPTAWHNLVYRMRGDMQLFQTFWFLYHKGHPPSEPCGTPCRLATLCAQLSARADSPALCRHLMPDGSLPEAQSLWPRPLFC
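Fluorogenic HMU-PC substrate (9 uM final) is turned over by placental ASM in 60 min at 37 C after a 10 min compound preincubation. Reaction ended by alkaline stop (pH 10), with fluorescence read at 386/447 nm.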
TSHR antagonist: blocks TSH signaling through the human TSH receptor. actives 0.2% (n = 330,000). activity change, negative = inhibition, % at 11.5 µM. AID 504810. TSHR-expressing cells, TSH-stimulated cAMP HTRF, 2 h; active compounds read low. P16473;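 active means activity change below a set negative limit, meaning inhibition stronger than a set level, cut at about -70% in these data; inconclusive means activity change between two set negative limits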; further: on the % scale 0 is the no-effect control and ±100 the full control effect
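Competitive HTRF cAMP read-out (cryptate anti-cAMP antibody, cAMP-d2; 30 min, room temperature) in freshly harvested TSHR cells. Compounds added before TSH at EC80 (4nM final), followed by 2 hours' incubation at 37 deg C.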
Mito fusion act: blocks mitochondrial division or promotes mitochondrial fusion. actives 0.23% (n = 320,000). S. cerevisiae fusion-defective mutant growth rescue, CellTiterGlo 48 h. Potency, µM (titrated, usually from 46.1 µM), without a hit: at the highest dose growth rescue (activation), most hits filed as activators;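 further: potency means the concentration at half of the fitted maximal effect; % of control where 0% means no effect; nearly all actives have a fitted effect of over 45% in size; temperature-sensitive fusion mutants such as fzo1-1 at 37 °C on non-fermentable ethanol glycerol medium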
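Temperature-sensitive fusion-defective S. cerevisiae (e.g. fzo1-1, mgm1-5) were grown with compound in YPEG medium (3% ethanol, 3% glycerol) for 48 hours at 37C. Growth rescue was measured as viability by CellTiterGlo luminescence after 10 minutes at ambient.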
Active calls of the source: *; ? = inconclusive; nt = not tested or not shown; [ ] = remark or other dose. Unless noted, the call rests on the fitted dose curve; in most records, active means well fitted curve in the direction sought with a large enough effect; inconclusive means small, poorly fitted or top-dose-only effect, or another doubt; inactive means no such curve, though single readings can be large; an effect the other way counts as inactive or inconclusive. A portion of the library; rates above refer to the full screens.

SMILES | GALK inh | Eya2 phos inh | PKM2 act | Chronic BCR inh | USP2a inh | Menin-MLL TR inh | MBNL1 CUG block | KCNH2 WT inh | S-ASM inh | TSHR antagonist | Mito fusion act
CS(=O)(=O)N1CCN(C(=O)C2c3ccccc3Oc3ccccc32)CC1 | 2% | 5% | -6% | 9% | 0% | 9% | 9% | 34 | 0% | -5 | -3%
COc1ccc(OC)c(NC(=O)CS(=O)(=O)Cc2ccccc2)c1 | 1% | -9% | 0% | -1% | 2% | 19% | 11% | -4 | 0% | 12 | -1%
COCCN1C2=C(C(=O)CC(C)(C)C2)C(c2ccc(O)c(OC)c2)C2=C1CC(C)(C)CC2=O | -1% | 0% | 2% | 2% | -1% | -3% | 5% | 5 | 9% | -14 | 2%
O=C(CN1C(=O)NC(CCc2ccccc2)C1=O)Nc1cccc(Br)c1 (configuration not stated) | nt | -34% | nt | 3% | 5% | nt | nt | 5 | -5% | nt | nt
CCC1Nc2ncnc(N3CCCCC3)c2N(Cc2ccc(C)cc2)C1=O (configuration not stated) | nt | -11% | nt | -2% | 2% | nt | nt | 4 | 7% | -4 | nt
Cc1cc(C)cc(NC(=O)c2ccc(N3C(=O)C4CCCCC4C3=O)cc2)c1 (configuration not stated) | -9% | -16% | 2% | ? | -4% | 23% | -12% | -3 | -3% | 1 | -2%
O=[N+]([O-])c1ccccc1/C=C/C=N/Nc1nc(N2CCCCC2)nc(N2CCCCC2)n1 | 9% | 1% | -4% | 0% | 1% | ? | 1% | 7 | 0% | -1 | 3%
COC(=O)c1ccc(NC(=S)NNC(=O)c2ccccc2)cc1 | 5% | -10% | -12% | ? | 2% | ? | -11% | 16 | -1% | -5 | -6%
CCCN1CCN(C(=O)c2c(Cl)cnn2C)CC1 | 6% | 8% | 0% | -5% | -1% | nt | -10% | -11 | 3% | 9 | -2%
Cc1ccccc1C(=O)N1CCC(C(=O)NN2C(=O)NC3(CCCCC3)C2=O)CC1 | nt | ? | nt | 1% | 1% | nt | nt | -7 | -2% | -3 | -2%
O=C(CC(c1ccco1)C1CCCCC1=O)c1ccccc1 (configuration not stated) | 0% | 7% | 6% | 26% | -3% | -4% | 3% | -5 | 0% | 1 | 1%
Cc1oc2cc(OC(=O)c3ccco3)ccc2c(=O)c1-c1nc2ccccc2n1C | nt | 6% | 2% | -3% | 3% | -20% | 0% | -2 | 17% | -10 | -1%
CCOC(=O)c1cnc2c(CC)cccc2c1NCCCN1CCOCC1 | 4% | -14% | 1% | 0% | -4% | -20% | 1% | -5 | 28% | 20 | -1%
CCOC(=O)c1cc(-c2ccccc2)sc1NC(=S)Nc1cccc(C)n1 | -1% | 8% | 7% | -5% | 1% | 21% | 42%[activator] | 6 | 5% | 6 | -1%
Nc1ccc(Cl)c[n+]1Cc1cccc2cccnc12 | -1% | -3% | -4% | -1% | 0% | nt | -5% | 21 | -1% | 10 | -9%
Cc1ccc(C(=O)NC2CCC(C)CC2)o1 (configuration not stated) | nt | 23% | nt | -6% | 2% | nt | nt | 0 | 7% | 4 | 11%
Cc1ccc(N2C(=O)CSC2c2ccc3c(c2)OCO3)cc1 (configuration not stated) | -2% | -14% | 0% | -2% | 1% | -11% | -3% | -23 | 4% | 3 | 1%
O=C(CNC(=O)c1ccco1)OCC(=O)c1cccc2ccccc12 | 0% | nt | -1% | nt | nt | -2% | ? | -4 | -1% | nt | -7%
Cc1cccc(C)c1NC1=NC(=S)N(c2ccc(N(C)C)cc2)C1(C)C | 3% | -19% | ? | -3% | 1% | -11% | ? | 2 | 1% | 4 | -7%
CS(=O)(=O)N(CC(=O)N1CCc2ccccc2C1)c1cccc([N+](=O)[O-])c1 | -4% | 8% | 8%[11.5 µM] | 2% | 4% | -11% | ? | 1 | 4% | 11 | 6%
Cn1c(=O)oc2cc(S(=O)(=O)NCCC(=O)NCc3ccc(F)cc3)ccc21 | -2% | -3% | nt | -1% | 1% | nt | 1% | 0 | -4% | 21 | -1%
CCCCOC(=O)c1ccc(NC(=O)COC(=O)c2ccc3ncsc3c2)cc1 | nt | -6% | nt | 0% | 1% | nt | nt | 4 | -24% | 0 | 19%
COc1ccc(C2=NOC(Cn3nc(C(=O)O)cc3-c3ccccc3)C2)cc1 (configuration not stated) | nt | 3% | -11% | 9% | 1% | 6% | 3% | -16 | 2% | -2 | -1%
O=C1c2cccnc2C(=O)N1C1CCCCC1 | -3% | 8% | -1% | 2% | -1% | 26% | ? | -26 | 0% | 48 | 3%
Cc1ccc(-c2cn(-c3ccc(OC(F)F)cc3)c3[n+]2CCCCC3)cc1 | -1% | 1% | 0% | ? | -5% | nt | -8% | -3 | 32% | 7 | -2%
Cc1ccc(-c2nc3ncccn3c2Nc2ccc3c(c2)OCCO3)o1 | -2% | 17% | 29% | ? | -2% | nt | ? | 15 | -7% | -10 | -1%
O=C(NCCO)C(=O)c1c(-c2ccccc2)cc2ccccn12 | 8% | 9% | nt | -5% | 2% | -13% | ? | 5 | -3% | 1 | 2%
CCN(CC)S(=O)(=O)c1cnccc1N1CCN(c2cccc(Cl)c2)CC1 | nt | -6% | 3% | ? | 3% | 1% | -15%[11.5 µM] | 5 | -7% | -4 | 13µM*
CC1(C)CCSC(/C=C/c2ccccc2)=N1 | -10% | 4% | 13% | ? | -2% | 32µM* | 0% | 9 | 2% | 12 | -34%[inhibitor]
S=C(NCCc1c[nH]c2ccccc12)NC1CC1 | 6% | -5% | 2% | -2% | 1% | -1% | -10% | 4 | 4% | 9 | 4%
O=C(O)Cc1ccc(NC(=O)c2cccc(NC(=O)c3ccco3)c2)cc1 | 3% | 1% | -1% | -5% | -6% | 3% | -1% | 9 | -1% | 5 | 0%
CC1CN(Cc2nc3c(c(=O)n(C)c(=O)n3C)n2CCN2CCOCC2)CC(C)O1 (configuration not stated) | 1% | -10% | 4% | -2% | -3% | 8% | 3% | 0 | 0% | 15 | -5%
COc1ccc2c(c1)OC[C@H]1[C@H]2N2C(=O)[C@H](C)NC(=O)[C@@]2(C)[C@H]1c1ccccc1 | nt | -24% | nt | 1% | 0% | nt | nt | -8 | 1% | -11 | 4%
O=[N+]([O-])c1ccc(OCc2n[nH]c(=S)n2-c2ccccc2)cc1 | 0% | -10% | -10% | 1% | 3% | 29% | ? | -2 | -3% | -8 | -5%
COc1ccc(O)c(/C=N/c2sc(C)c(C)c2C#N)c1 | 0% | 7% | -4% | ? | 7% | nt | -4% | -4 | -3% | 0 | 4%
O=C(Nc1cc(S(=O)(=O)N2CCOCC2)ccc1N1CCOCC1)c1cccs1 | nt | -3% | nt | -3% | -1% | nt | nt | 16 | 4% | 4 | -4%

Whole records, quoted from the list. Screens in order: GALK inh | Eya2 phos inh | PKM2 act | Chronic BCR inh | USP2a inh | Menin-MLL TR inh | MBNL1 CUG block | KCNH2 WT inh | S-ASM inh | TSHR antagonist | Mito fusion act
Profile of CCOC(=O)c1cnc2c(CC)cccc2c1NCCCN1CCOCC1 = 4% | -14% | 1% | 0% | -4% | -20% | 1% | -5 | 28% | 20 | -1%
Profile of Cc1ccc(-c2cn(-c3ccc(OC(F)F)cc3)c3[n+]2CCCCC3)cc1 = -1% | 1% | 0% | ? | -5% | nt | -8% | -3 | 32% | 7 | -2%
